# Screens as filed in PubChem BioAssay.
# APP 5UTR inh: inhibitors of APP translation via 5'UTR reporter, primary screen, APP 5'UTR luciferase, SH-SY5Y cells | 190,000 tested, 0.82% active | inhibition, % at 2 µM | SH-SY5Y APP 5'UTR-luciferase reporter, luminescence | AID 1285, 2008;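 active = inhibition above a set limit, derived from the sample mean plus 3 SD, cut at about 45% in these data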; note: values of inactives mirror those of a sister screen read the other way
# RAM inhibit: inhibitors of the yeast RAM network, primary screen, dse1pr::URA3 reporter, 5-FOA selection; inhibition, % at 50 µM; S. cerevisiae dse1pr::URA3 reporter, 5-FOA growth OD615, 2 d; analog-sensitive cbk1-as2 kinase mutant strain; 190,000 tested, 1.8% active; AID 868, 2007;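 active = inhibition above a set limit, 3 SD over mean compound inhibition, cut at about 8.4% in these data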;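 note: 0% = DMSO-only wells with no growth and 100% = 10 µM 1-NA-PP1 full growth; inhibition rescues growth on 5-FOA so higher OD means more RAM inhibition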
# FLuc inhib CS: firefly luciferase enzyme inhibitors, primary screen, artefact control for luciferase-based inhibitor screens, biochemical, luminescence, ATPLite; 10 min; inhibition, % at 10 µM; 200,000 tested, 1.5% active; AID 1006, 2008;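 active = inhibition above about 50% when tested at 10 µM, limit read from the data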
# Target sequence (P08659 whole entry, looked up): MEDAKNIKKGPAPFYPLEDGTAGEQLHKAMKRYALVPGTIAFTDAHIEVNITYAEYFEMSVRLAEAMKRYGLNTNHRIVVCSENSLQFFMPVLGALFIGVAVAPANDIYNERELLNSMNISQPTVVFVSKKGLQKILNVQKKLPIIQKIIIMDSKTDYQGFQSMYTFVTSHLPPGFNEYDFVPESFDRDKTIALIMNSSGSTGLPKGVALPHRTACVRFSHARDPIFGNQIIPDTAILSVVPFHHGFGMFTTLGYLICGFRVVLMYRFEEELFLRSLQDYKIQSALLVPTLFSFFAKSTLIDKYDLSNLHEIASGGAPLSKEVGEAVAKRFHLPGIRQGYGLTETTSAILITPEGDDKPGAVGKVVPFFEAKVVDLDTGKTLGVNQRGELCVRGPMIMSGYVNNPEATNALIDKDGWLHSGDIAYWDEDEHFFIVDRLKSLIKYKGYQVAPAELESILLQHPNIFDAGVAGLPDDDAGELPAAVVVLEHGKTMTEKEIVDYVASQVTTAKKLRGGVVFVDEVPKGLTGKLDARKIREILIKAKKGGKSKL
# NF-kB expr up: activators of NF-kB expression in neurons, primary screen, cell-based, HTS | AID 1239, 2008 | 190,000 tested, 1.6% active | fold change at 12.5 µM | human neuronal cells, NF-kB reporter expression; stronger effect = higher value; in the data active = fold change above about 3.3
# STAT3 blocker: IL-6 driven STAT3 reporter inhibitors, primary screen, U3A cells, luciferase, luminescence, MLSCN library; AID 862, 2007; inhibition, % at 5.5 µM; 190,000 tested, 0.89% active; IL-6 STAT3-luciferase reporter; host cell line lacks STAT1;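 active = inhibition above the mean inhibition across all screened compounds plus 3 SD, cut at about 44% in these data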;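 note: 0% = DMSO only wells and 100% = 100 µM nifuroxazide control wells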
# APP 5'UTR act: activators of APP 5'UTR luciferase reporter, primary screen, SH-SY5Y cells; activation, % at 2 µM; SH-SY5Y APP 5'UTR luciferase reporter, luminescence; zero percent = DMSO vehicle wells; 190,000 tested, 1% active;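 active = activation above a set limit, based on mean plus 3 SD of controls, cut at about 140% in these data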; note: values of inactives mirror those of a sister screen read the other way
# STAT1 activator: STAT1 signaling activators, primary screen, cell-based, HTS, luciferase reporter; NIH 3T3 STAT1-luciferase reporter, IFN-gamma, luminescence; 100% = IFN-gamma alone, no compound; activation (% of control), % at 5.5 µM; 200,000 tested, 2.6% active; AID 932, 2007;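 active = activation above the screen-wide mean activation plus 3 SD, cut at about 130% in these data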;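 note: raw ratio to IFN-gamma control signal so 100% means no change and 0% no light; values of inactives mirror those of a sister screen read the other way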
# Hsp70 act: Hsp70 transcriptional activators, primary screen, cell-based, HeLa, Hsp70 promoter luciferase, luminescence, 10 µM; HeLa Hsp70 promoter luciferase reporter; scaled: vehicle 0, proteasome-inhibitor control 100%; activation, % at 10 µM; 200,000 tested, 0.04% active;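 active = activation above the mean across all tested compounds plus 3 SD, cutoff set per campaign, cut at about 5.5% in these data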;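 note: 100% = MG132 at 30 µM as the positive control and 0% = DMSO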
# STAT1 inh: STAT1 signaling inhibitors, primary screen, cell-based, HTS, luciferase reporter; NIH 3T3 STAT1-luciferase reporter, IFN-gamma, luminescence; 200,000 tested, 0.35% active; AID 920, 2007; inhibition, % at 5.5 µM;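 active = inhibition above a set limit, the mean inhibition across all tested compounds plus 3 SD, cut at about 34% in these data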;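 note: 0% = IFN-gamma with DMSO and 100% = IFN-gamma with 300 µM nifuroxazide; values of inactives mirror those of a sister screen read the other way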
# STAT3 act: IL-6 driven STAT3 reporter potentiators, primary screen, U3A cells, luciferase, luminescence, MLSCN library; IL-6 STAT3-luciferase reporter; 100% = signal with IL-6 EC80 alone; activation (% of control), % at 5.6 µM; 190,000 tested, 0.91% active; AID 871, 2007;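 active = activation above the screen-wide mean of compound activation plus 3 SD, cut at about 130% in these data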;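 note: 0% = background luminescence of wells with medium and substrate only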
#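 Material: STAT1-lacking human U3A cells, STAT3 luciferase reporter | Benchmarks: IL-6-only wells as 100% reference | Probe or stimulus: IL-6 (33 ng/mL) | Timing: Compound 1 h, then IL-6 6 h at 37 °C | Detection: Luminescence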
# * hit, by the source's call.
# Every second line gives: APP 5UTR inh	RAM inhibit	FLuc inhib CS	NF-kB expr up	STAT3 blocker	APP 5'UTR act	STAT1 activator	Hsp70 act	STAT1 inh	STAT3 act
> CC(=O)Nc1sc(NC(=O)c2ccc(C)cc2)nc1-c1cccs1
 : 3	4.0	2	1.2	10	-3	94	0.1	14	93
> CCOc1ccc2oc(=O)cc(C)c2c1
 : 8	-1.4	-5	1.5	13	-8	133*	-0.3	-36	95
> COc1ccc(S(=O)(=O)NCc2ccc3c(c2)OCO3)cc1C
 : -2	0.0	-5	1	-15	2	98	-0.3	3	113
> C=CCN1C(=O)SC(Cc2cccc(OC)c2O)C1=O (stereo not drawn)
 : 9	1.7	0	1.3	9	-9	99	0.2	0	99
> COc1ccc(-c2nc(-c3ccccc3)ncc2S(C)(=O)=O)cc1
 : -1	3.0	-8	1	9	1	102	-0.2	-2	101
> O=C1CC(c2ccccc2)CC(O)=C1C=NCCc1ccccc1 (stereo not drawn)
 : 6	3.0	-9	1.2	0	-6	107	-0.1	-9	104
> Cc1nc2ccccc2c(=O)n1NCc1cccs1
 : 10	0.2	4	3.2	3	-10	103	0.3	-3	100
> Cc1ccc2c(c1)c1c(n2C)C(=O)CCC1
 : -15	0.5	0	0.87	-4	15	108	-0.1	-9	104
> CCSC1=C(C#N)C(c2cccc(OC)c2)CC(=O)N1 (stereo not drawn)
 : -18	0.0	-2	1.1	-3	18	110	0.0	-8	104
> CSc1cccc(-n2c(C)cc(C(N)=O)c2C)c1
 : 7	-0.5	-7	0.87	-1	-7	102	0.2	-2	106
> CCOC(=O)c1cc2oc(C)cc2n1CC(=O)OC1CCCCC1
 : 29	1.1	-9	1.2	-1	-29	101	-0.2	-1	103
> CN(C)S(=O)(=O)c1ccc(NC(=O)c2cccnc2)cc1
 : 0	3.5	-6	1.1	-4	0	105	-0.5	-5	104
> COCCNC(=S)NC12CC3CC(CC(C3)C1)C2
 : 4	-0.3	-5	0.8	-5	-4	99	-0.1	1	102
> O=C(C[n+]1cc(-c2ccccc2)n2c1CCC2)c1cccs1
 : -10	0.6	-3	1.2	18	10	98	-0.3	2	90
> Cc1c(Cl)cnc(NC(=O)COC(=O)c2cccc(S(=O)(=O)N3CCc4ccccc4C3)c2)c1Cl
 : 19	4.0	-3	1.1	-14	-19	98	-0.5	2	110

# Shown as a hit in STAT1 activator, of those listed so far:
Molecule | APP 5UTR inh | RAM inhibit | FLuc inhib CS | NF-kB expr up | APP 5'UTR act | STAT1 activator | Hsp70 act | STAT1 inh | STAT3 act
CCOc1ccc2oc(=O)cc(C)c2c1 | 8 | -1.4 | -5 | 1.5 | -8 | 133* | -0.3 | -36 | 95

# Additional compounds follow.
# Every second line gives: APP 5UTR inh	RAM inhibit	FLuc inhib CS	NF-kB expr up	STAT3 blocker	APP 5'UTR act	STAT1 activator	Hsp70 act	STAT1 inh	STAT3 act
> Clc1ccc(OCc2nc(-c3ccncc3)no2)cc1
 : -39	0.2	7	2.6	6	39	113	0.0	-15	96
> CCOC(=O)C(C(=O)Nc1nccs1)C1CCCCC1 (stereo not drawn)
 : 3	1.7	-6	1.1	8	-3	104	-0.4	-4	99
> CCN1CCN(CC(O)COCc2cc(OC)c(OC)c(OC)c2)CC1 (stereo not drawn)
 : -16	0.1	-7	1.2	10	16	102	0.1	-4	95
> Cc1ccc(NC(=O)CCn2cnc3ccccc3c2=O)cc1
 : -21	1.2	-2	1.2	12	21	106	-0.4	-7	94
> O=C(NCCCN1CCN(c2ccccc2F)CC1)C1CCC(=O)N1C1CCCCC1 (stereo not drawn)
 : -20	0.1	-10	0.97	10	20	101	-0.6	-1	98
> CC(=O)O[C@@H]1[C@H](OC(=O)CC(C)C)c2c(ccc3ccc(=O)oc23)OC1(C)C
 : 4	0.7	-3	0.93	-10	-4	104	-0.2	-4	106
> O=C1C(Cl)=C(Nc2ccccc2)C(=O)c2ccccc21
 : 96*	1.5	-1	1.5	-31	-96	106	-0.3	-7	127
> O=C(Oc1cccc2ccccc12)c1cc(Cl)nc2ccccc12
 : 5	5.0	0	0.82	2	-5	101	-0.6	-1	95
> Cn1c(CCc2ccccc2)nnc1SCC(=O)N1CCCC1
 : 11	0.7	-2	1.3	4	-11	96	-0.3	5	102
> CCCCC(=O)Nc1cccc(C(C)O)c1 (stereo not drawn)
 : -13	-0.5	-7	1.1	3	13	107	-0.2	-9	98
> NS(=O)(=O)c1ccc(CCNC(=O)c2ccc3c(c2)OCCO3)cc1
 : -13	1.0	-2	0.99	7	13	101	-0.2	-3	98
> COc1ccccc1Oc1cc(F)nc(N)n1
 : 4	1.9	-4	0.96	3	-3	99	-0.2	1	107
> c1ccc2oc(-c3[nH]ncc3CN3CCC(N4CCSCC4)CC3)cc2c1
 : -1	0.7	-3	1	5	1	98	0.1	2	101

# Entries from the list above with a carbonyl joined to an NH by a bond outside any ring, in the order listed:
# Every second line gives: APP 5UTR inh	RAM inhibit	FLuc inhib CS	NF-kB expr up	STAT3 blocker	APP 5'UTR act	STAT1 activator	Hsp70 act	STAT1 inh	STAT3 act
> CC(=O)Nc1sc(NC(=O)c2ccc(C)cc2)nc1-c1cccs1
 : 3	4.0	2	1.2	10	-3	94	0.1	14	93
> CSc1cccc(-n2c(C)cc(C(N)=O)c2C)c1
 : 7	-0.5	-7	0.87	-1	-7	102	0.2	-2	106
> CN(C)S(=O)(=O)c1ccc(NC(=O)c2cccnc2)cc1
 : 0	3.5	-6	1.1	-4	0	105	-0.5	-5	104
> Cc1c(Cl)cnc(NC(=O)COC(=O)c2cccc(S(=O)(=O)N3CCc4ccccc4C3)c2)c1Cl
 : 19	4.0	-3	1.1	-14	-19	98	-0.5	2	110
> CCOC(=O)C(C(=O)Nc1nccs1)C1CCCCC1 (stereo not drawn)
 : 3	1.7	-6	1.1	8	-3	104	-0.4	-4	99
> Cc1ccc(NC(=O)CCn2cnc3ccccc3c2=O)cc1
 : -21	1.2	-2	1.2	12	21	106	-0.4	-7	94
> O=C(NCCCN1CCN(c2ccccc2F)CC1)C1CCC(=O)N1C1CCCCC1 (stereo not drawn)
 : -20	0.1	-10	0.97	10	20	101	-0.6	-1	98
> CCCCC(=O)Nc1cccc(C(C)O)c1 (stereo not drawn)
 : -13	-0.5	-7	1.1	3	13	107	-0.2	-9	98
> NS(=O)(=O)c1ccc(CCNC(=O)c2ccc3c(c2)OCCO3)cc1
 : -13	1.0	-2	0.99	7	13	101	-0.2	-3	98

# For convenience, part of the list above:
# Every second line gives: APP 5UTR inh	RAM inhibit	FLuc inhib CS	NF-kB expr up	STAT3 blocker	APP 5'UTR act	STAT1 activator	Hsp70 act	STAT1 inh	STAT3 act
> Clc1ccc(OCc2nc(-c3ccncc3)no2)cc1
 : -39	0.2	7	2.6	6	39	113	0.0	-15	96
> CCOC(=O)C(C(=O)Nc1nccs1)C1CCCCC1 (stereo not drawn)
 : 3	1.7	-6	1.1	8	-3	104	-0.4	-4	99

# Random draw from the library; 7.7% or so of the library scored in one or more.
